# Bioassay records deposited in PubChem by several laboratories.
# E coli growth – reduces bacterial viability in AddAB counter-screen; E. coli V3065 growth, OD600 absorbance, 18 h; inhibition, % at 11.9 µM; 330,000 tested, 0.27% active; AID 449728;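 active = inhibition above the campaign's mean inhibition across all tested compounds plus 3 SD, cut at about 9.9% in these data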;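 also: uninfected addAB+ strain grown without phage in ampicillin broth; 0% = DMSO wells and 100% = ciprofloxacin 0.95 µg/ml wells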
# AddAB inh – less growth of phage-infected E. coli with AddAB. E. coli expressing H. pylori AddAB, absorbance growth. inhibition, % at 11.9 µM. 330,000 tested, 0.29% active. AID 435030; in the data active = inhibition above about 12%;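 also: 0% = vehicle wells of infected cells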
# Mot1-301 SUMO – blocks SUMOylation pathway, rescuing yeast Mot1-301 growth; growth rescue, % at 18.8 µM; S. cerevisiae Mot1-301 growth rescue, ATP luminescence, 38.5C; percent above DMSO median, 100 means doubled; 320,000 tested, 1% active;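 active = every valid replicate shows activation above 250% relative to neutral control wells; inactive = the rest, any valid replicate at or below 250%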;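 also: OY570 slx delta 5 strain wells were the positive control but not used for scaling; some compounds called inactive have numbers as strong as hits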
# Starred values were filed as active, the others as inactive. The list is partial; count on the stated rates, not on these rows.
SMILES,E coli growth,AddAB inh,Mot1-301 SUMO
CCOC(=O)c1cnc(Nc2nc3ccccc3o2)nc1CSc1ncccn1,3.1,1.7,57
O=C1C2C3C=CC(CO)(O3)C2C(=O)N1c1ccc(-c2ccccc2)cc1 (stereo not drawn),0.7,2.0,324*
COc1cc(/C=C2\C(=N)N3N=C(S(=O)(=O)CC(C)C)SC3=NC2=O)ccc1OC(=O)c1ccco1,-2.1,0.3,-13
CC1(C)COCN1S(=O)(=O)c1ccc(C(=O)Nc2nnc(-c3ccc(Cl)s3)o2)cc1,-6.6,-1.4,-10
O=C(COc1cccc2c1CCN(Cc1ccccc1F)C2=O)N1CCOCC1,-3.0,2.9,3
CCCCC(CC)CNC(=O)Cn1c(=S)[nH]c2ncccc2c1=O (stereo not drawn),1.0,-0.4,-2
N#CC1=C(Nc2ccccc2)SC=C(c2ccc(F)cc2)N=C1N1CCOCC1,-0.3,0.5,-19
Cc1cc(-c2ccc(N=Nc3c(S(=O)(=O)O)cc4cc(S(=O)(=O)O)cc(N)c4c3O)c(C)c2)ccc1N=Nc1c(S(=O)(=O)O)cc2cc(S(=O)(=O)O)cc(N)c2c1O,-35,-24,376
C/C(=N\Nc1ccc(C(=O)O)cc1)c1nc2ccccc2n1C,0.4,0.8,-10
CC1CN(C(=O)c2ccncc2)CC(C)O1 (stereo not drawn),2.7,2.5,213
O=C1/C(=C/c2ccc([N+](=O)[O-])cc2)CCc2ccccc21,2.4,1.2,-42
Cc1ccc(-n2c(-c3cn(C)nc3C)n[nH]c2=S)cc1,-0.7,3.4,-8
Cc1cccc(NC(=O)C2C3C=CC(O3)C2C(=O)O)c1 (stereo not drawn),0.3,5.0,-23
CS(=O)(=O)C1=NSC2=NC(=O)/C(=C\c3ccc(OC(=O)c4ccco4)cc3)C(=N)N21,0.9,2.6,7
COc1cc2c(=O)n(Cc3ccco3)c(=O)n(CC(=O)c3cccc(Br)c3)c2cc1OC,-1.8,3.5,5
CC1(C)C2CC[C@]3(C)C(CC=C4[C@@H]5C[C@@](C)(CO)[C@@H]6C[C@@]5(CC[C@]43C)C(=O)O6)[C@@]2(C)CC[C@@H]1O (stereo partly drawn),-2.7,1.0,30
COc1ccc(N(CC(=O)N/N=C/c2ccc3c(c2)OCO3)S(=O)(=O)c2ccccc2)cc1,0.6,0.6,7
CCn1c(SCC(=O)Nc2ccc(-c3nc4ccc(C)cc4s3)cc2)nnc1-c1ccccc1,-2.6,1.0,3
COC(=O)[C@@H]1CC[C@H](C)[C@@H](c2ccc(C)cc2)N1C(=O)c1ccc(/C=N/O[C@@H](C)CN2CCCCc3nc(C)c(C)cc32)cc1,-0.2,3.4,19
COc1ccc2nc(N/C(N)=N/C(=S)Nc3ccc(C)c(C)c3)nc(C)c2c1,0.6,-0.2,-7
CC(OC(=O)c1ccc(Cl)c(S(=O)(=O)N2CCCC2)c1)C(=O)NC1CCCCC1C (stereo not drawn),-0.3,0.3,4
C/C(CC(=O)Nc1ccccn1)=N\NC(=O)c1ccccc1,0.7,1.9,-10
CC(=O)c1ccc(OC(=O)c2cc3ccccc3oc2=O)cc1,-3.5,3.0,322
Cc1c(Cl)ccc2c(C(=O)NC(C)c3ccncc3)cc(-c3ccncc3)nc12 (stereo not drawn),-1.9,-0.8,-6
CCC1C/C(=C/c2ccco2)C(=O)/C(=C/c2ccco2)C1 (stereo not drawn),-1.2,2.8,6

# New compounds follow:
SMILES,E coli growth,AddAB inh,Mot1-301 SUMO
NC1=CC(=O)c2cccc3cccc1c23,-2.0,0.9,102
O=C(Nc1ccccc1)N1CCN(C(=O)Nc2ccccc2)CC1,-1.1,-0.5,-2
Cc1ccc(C)c(NC(=S)NCc2cccn2C)c1,-0.7,0.8,-5
CC(=O)c1ccc(Nc2c3c(c(C#N)c4nc5ccccc5n24)CCC3)cc1,1.9,2.6,7
CCCCN1C(=O)/C(=C2/Sc3ccc(Cl)cc3N2CC)SC1=S,-0.8,-1.1,5
O=C(O)CCc1nc(-c2ccccc2)c(-c2ccccc2)o1,-1.1,-1.6,-5
CCC(C)[C@@H](N)C(=O)N/N=C/c1cccc2nccnc12 (stereo partly drawn),-0.3,-0.8,-12
COCCCn1c2nc3ccccc3nc2c2c(=O)n(Cc3ccccc3Cl)cnc21,-1.2,1.7,1
CCCCCCCCC(=O)O,-0.5,1.2,10
CCc1cc2c(C)cc(=O)oc2cc1Oc1ncccc1[N+](=O)[O-],1.4,4.0,9
CC(=O)O[C@H]1C[C@@H]2CC[C@@H]3[C@H](CC[C@@]4(C)[C@H]3C[C@H]([N+]3(C)CCCCC3)[C@@H]4OC(C)=O)[C@@]2(C)C[C@@H]1N1CCCCC1,-1.8,-1.8,-20
CC(C)(C)NS(=O)(=O)c1cccc2nsnc12,-0.9,0.4,148
COC(=O)C1=C(C)N(Cc2ccccc2)C(=NCC(C)C)N[C@H]1c1ccccc1,-1.0,0.6,-10
O=C1c2cccc(O)c2C(=O)c2c(O)cc(CO)cc21,-0.5,2.5,-32
C#CCOCCOCCOCCNc1nc(N2CCN(C(=O)[C@H](CCCCN)n3cc([C@@H](N)CO)nn3)CC2)nc(N2CCN(C(=O)[C@H](Cc3cc4ccccc4[nH]3)n3cc([C@@H](N)CO)nn3)CC2)n1,-3.2,3.7,7
C(=C\c1ccccc1)/C=N/Nc1ccc2nncn2n1,2.5,2.5,8
O=C1OC(c2ccc(F)cc2)=C/C1=C\c1ccc([N+](=O)[O-])o1,0.9,1.0,-23
Cn1cc(/C=C(\C#N)C(=O)Nc2ncc(Cc3cccc(Cl)c3)s2)c2ccccc21,-1.7,0.0,0
COc1ccc(C(=O)NCC(O)COc2ccc(C(C)(C)C)cc2)cc1[N+](=O)[O-] (stereo not drawn),-1.0,3.8,-5
CC(=O)N(CC(C)(C)CC=C(C)C)c1ccccc1,1.3,1.5,638*
COC(=O)c1cc(COc2ccc3c4c(c(=O)oc3c2)CCC4)c(C)o1,-1.8,3.0,7
Cn1cc(C(=O)N2CCc3ccccc3C2)c(=O)c2cc(S(=O)(=O)N3CCCCC3)ccc21,0.4,-2.0,0
O=C(Nc1ccnc(-c2cccnc2)n1)c1ccc(F)cc1,1.1,1.2,7
O=C(Nc1c(-c2cccs2)nc2ccccn12)c1ccc2ccccc2c1,-0.1,3.8,-22
O=C(CSC(=S)N1CCOCC1)Nc1nc(=O)c2ccccc2s1,3.3,0.1,-32

# Further compounds
SMILES,E coli growth,AddAB inh,Mot1-301 SUMO
COC/C=C/C1=CC2=CC(=O)C(C)(OC(=O)c3cnc4ccccc4n3)C(=O)C2=CN1C1CCCC1 (stereo not drawn),1.2,2.3,-37
CS(=O)(=O)c1ccc(-c2cc(Br)sc2-c2ccc(F)cc2)cc1,-1.6,-1.3,-4
CCn1c(COc2ccc(OC)cc2)nnc1SCc1nc2ccccc2c(=O)[nH]1,-0.6,2.4,3
C=CCN1C(=Nc2cccnc2)SCC1(O)c1ccc(C)cc1 (stereo not drawn),-1.8,2.5,338
CCC[C@H]1COCCS(=O)(=O)N1Cc1ccc(Br)cc1,1.7,2.5,8
Cc1cc(Nc2cccc(O)c2)c2ccccc2n1,2.9,1.8,0
COc1ccc2nc(NC(=O)c3ccc(-c4cccc([N+](=O)[O-])c4)o3)sc2c1,-2.1,-0.2,-11
CC(C)(C)S(=O)(=O)c1ccc(S(=O)(=O)C(C)(C)C)s1,1.8,1.9,949*
Cc1c(Cl)cccc1NC(=O)CSc1nc2c(c(=O)[nH]1)CCCC2,3.5,1.8,25
O=c1cc(-c2ccc([N+](=O)[O-])cc2)nc2cc(-c3ccc(Cl)cc3)[nH]n12,-0.5,5.1,10
S=C(Nc1ccccc1)N1CCC(C2CCN(C(=S)Nc3ccccc3)CC2)CC1,-4.7,-2.1,-20
CCCCOC1(c2ccccc2)NC(=S)NN=C1c1ccccc1 (stereo not drawn),-0.2,0.3,14
CCOC(=O)c1sc(NCCNc2nc(C)c(C(=O)OCC)s2)nc1C,-1.1,0.9,-5
O=C(N1CCNCC1)N1CCOCC1,0.1,-0.2,11
C#CCOCCOCCOCCNc1nc(N2CCN(C(=O)[C@H](CCCCN)n3cc(C(N)CO)nn3)CC2)nc(N2CCN(C(=O)[C@H](CCCCN)n3cc(C(N)COC(=O)C(F)(F)F)nn3)CC2)n1 (stereo partly drawn),-0.9,-0.5,-1
CCN(C(=O)COC(=O)c1cccc(NS(=O)(=O)c2ccc(F)c(F)c2)c1)C1CCS(=O)(=O)C1 (stereo not drawn),-1.5,3.3,-14
NC(=O)CN1CCOCCN(CC(N)=O)CCOCC1,-0.8,3.9,410*
CC1CCN(S(=O)(=O)c2ccc3c(c2)c(=O)c(C(=O)NCc2ccccc2Cl)cn3C)CC1,-2.9,-1.4,10
COc1ccc(N2CCN(C(=O)c3ccc4c(c3)NC(=O)C(CSCc3cccc(F)c3)N4)CC2)cc1 (stereo not drawn),-0.8,1.8,8
CCCC(=O)Nc1c(-c2cccs2)c(=O)c2ccccc2n1CC,1.9,2.1,6
CCc1ccc2nc(NC(=O)c3ccc4c(=O)[nH]c(CN5CCOCC5)nc4c3)sc2c1,-0.6,0.9,9
COc1ccc2c(c1)O[C@@H](c1cccc(C(F)(F)F)c1)[C@H](OC(=O)N[C@H]1CCCc3ccccc31)C2=O,-3.0,-1.3,-14
CCc1noc(C)c1C(=O)Nc1nnc(C2CCCCC2)s1,0.0,4.2,-5
O=C(/C=C/c1ccccc1)NC1CCCc2ccccc21 (stereo not drawn),0.2,0.0,8
Cc1ccc(NC(=O)COc2ccc(C(=O)NCCc3ccccc3)cc2)cc1,-0.5,1.3,2

# New compounds follow
SMILES,E coli growth,AddAB inh,Mot1-301 SUMO
N#CC1=C(N)OC2=C(CC/C2=C\c2ccc(F)cc2)C1c1ccc(F)cc1 (stereo not drawn),-1.7,-0.6,7
C#CCOCCOCCOCCNc1nc(N2CCN(C(=O)[C@H](CCC(=O)O)n3cc(C(N)[C@H](C)CC)nn3)CC2)nc(N2CCN(C(=O)[C@H](Cc3cc4ccccc4[nH]3)n3cc(C(N)[C@H](C)CC)nn3)CC2)n1 (stereo partly drawn),-2.6,0.1,0
Cc1ccc(-n2c(C)cc(/C=c3/sc4nc5ccccc5n4c3=O)c2C)cc1,2.6,0.8,-23
COc1cccc(CNC(=O)CSc2ccc(-c3ccncc3)nn2)c1,1.6,0.1,1
O=C1/C(=C\c2ccco2)SC(=S)N1C1CCCCC1,-1.5,1.3,9
Cc1nccn1CC(=O)N/N=C/c1ccc(O)c(O)c1,-5.1,2.3,-9
Cc1ccc(-c2csc(N3N=C(c4ccccc4)/C(=C\c4ccc(N(C)C)cc4)C3=O)n2)cc1,-0.4,-0.7,0
CSc1nc(NCc2ccco2)c2c3c(sc2n1)CN(C)CC3,-0.2,1.6,-9
CSc1c(C#N)c(N)nc2sc(C(=O)c3ccc(Cl)c(Cl)c3)c(N)c12,0.3,3.2,7
CC1(OC(=O)c2cccs2)C(=O)C=C2C=C(c3ccc(C#N)cc3)OC=C2C1=O (stereo not drawn),0.0,4.1,-5
CCOC(=O)C1=C(c2ccccc2)O/C(=C(/C#N)C(F)(F)F)S1,0.2,3.6,-19
CCCCN(C)CC(O)Cn1cc(/C=C/C(=O)c2ccc(OCC)cc2)c2ccccc21 (stereo not drawn),-5.2,-3.0,-10
O=C(CN1CCC(NC(=O)c2ccco2)CC1)Nc1ccccc1[N+](=O)[O-],0.4,4.8,2
COc1cccc(C(=O)OCCN(C)C(C)(C)C)c1,-0.7,1.2,-23

# Mot1-301 SUMO: entries above that show a hit
SMILES | AddAB inh | Mot1-301 SUMO
O=C1C2C3C=CC(CO)(O3)C2C(=O)N1c1ccc(-c2ccccc2)cc1 (stereo not drawn) | 2.0 | 324*
CC(=O)N(CC(C)(C)CC=C(C)C)c1ccccc1 | 1.5 | 638*
CC(C)(C)S(=O)(=O)c1ccc(S(=O)(=O)C(C)(C)C)s1 | 1.9 | 949*
NC(=O)CN1CCOCCN(CC(N)=O)CCOCC1 | 3.9 | 410*

# Filtered by structure: the entries above containing a COOH group (five)
SMILES,E coli growth,AddAB inh,Mot1-301 SUMO
C/C(=N\Nc1ccc(C(=O)O)cc1)c1nc2ccccc2n1C,0.4,0.8,-10
Cc1cccc(NC(=O)C2C3C=CC(O3)C2C(=O)O)c1 (stereo not drawn),0.3,5.0,-23
O=C(O)CCc1nc(-c2ccccc2)c(-c2ccccc2)o1,-1.1,-1.6,-5
CCCCCCCCC(=O)O,-0.5,1.2,10
C#CCOCCOCCOCCNc1nc(N2CCN(C(=O)[C@H](CCC(=O)O)n3cc(C(N)[C@H](C)CC)nn3)CC2)nc(N2CCN(C(=O)[C@H](Cc3cc4ccccc4[nH]3)n3cc(C(N)[C@H](C)CC)nn3)CC2)n1 (stereo partly drawn),-2.6,0.1,0
